Bioassay records deposited in PubChem by The Scripps Research Institute Molecular Screening Center.
TAAR1 antag = antagonists of human TAAR1; Q96RJ0; CHO RD-HGA16 TAAR1, Fluo-8 calcium fluorescence, antagonist; inhibition, % at 3 µM; 360,000 compounds, 1.5% hits; AID 624466;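 active = inhibition above a per-plate cutoff, the mean inhibition of test compounds on that plate plus 3 SD, cut at about 49% in these data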;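 also: 0% = DMSO plus EC80 beta-PEA response and 100% = DMSO alone without agonist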
Target sequence (Q96RJ0 whole entry, looked up): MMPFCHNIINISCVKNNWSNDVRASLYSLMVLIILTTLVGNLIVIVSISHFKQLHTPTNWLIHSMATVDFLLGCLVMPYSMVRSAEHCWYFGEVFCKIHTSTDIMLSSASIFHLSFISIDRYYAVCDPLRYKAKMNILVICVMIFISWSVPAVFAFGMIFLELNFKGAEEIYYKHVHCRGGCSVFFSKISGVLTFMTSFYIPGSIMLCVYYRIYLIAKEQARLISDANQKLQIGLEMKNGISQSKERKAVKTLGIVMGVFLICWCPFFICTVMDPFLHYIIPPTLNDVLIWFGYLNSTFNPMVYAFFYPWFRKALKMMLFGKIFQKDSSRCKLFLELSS
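Test system – hTAAR1-expressing CHO RD-HGA16 cells, Gα16-coupled · Also added – β-PEA at EC80 concentration, post-compound challenge · Compound – 3 µM, single point · Incubation – dye loading 75 min at 37 °C, then 30 min room temperature · Measured by – Fluo-8 intracellular calcium dye fluorescence, real-time kinetic reads · Benchmarks – vehicle and agonist controls · Replicates – singlicate, one well per test compound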
TAAR1 agonist = agonists of human TAAR1; activation, % at 3 µM; AID 624467; CHO RD-HGA16 TAAR1, Fluo-8 calcium fluorescence; vehicle wells 0%, saturating PEA agonist 100%; 360,000 compounds, 0.99% hits;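 active = activation above the mean activation of all test compounds in the run plus 3 SD, cut at about 38% in these data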
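System: CHO-derived RD-HGA16 cells with stable Gα16 and human TAAR1. Times: 17-24 h plating, Fluo-8 75 min 37 °C, 30 min RT. Measured by: calcium-sensitive Fluo-8 signal, excitation 470-495, emission 515-575 nm. Read-out basis: % activation relative to PEA EC100 response. Control set: DMSO and PEA EC100. Repeats: no replicates (n 1).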
CHO-K1 Ca PAM = M1 PAM counterscreen hit in parental CHO-K1 cells; ATP EC20, Fluo-8 calcium fluorescence; 0% at ATP EC20, 100% at ATP max; AID 602247; activation, % at 3 µM; 360,000 compounds, 0.02% hits;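 active = activation above the run cutoff, the mean activation of all test compounds plus 3 SD, cut at about 40% in these data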;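 also: peak over basal fluorescence ratio in a 140 s read after ATP addition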
M1 ag parental = counter-screen for M1 agonists: effect in parental CHO-K1 cells | Fluo-8 calcium fluorescence; scaled to maximal ATP response, vehicle zero | activation, % at 3 µM | 360,000 compounds, 0.48% hits; in the data active = activation above about 15%;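 also: untransfected CHO-K1 host cells lacking M1 receptor as counterscreen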
OXTR potentiator = potentiates the human oxytocin receptor response; P30559; CHO-OTR cells, Fluo-8 calcium fluorescence, potentiator mode; 0% = oxytocin EC15, 100% = EC100; activation, % at 3 µM; 320,000 compounds, 0.061% hits;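 active = activation above that plate's cutoff, the mean activation of tested compounds plus 3 SD, cut at about 6.6% in these data, passing the limit was not always enough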;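 also: 100% uses oxytocin at 75 nM as the full agonist control; some results filed as inactive read as strong as hits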
Target sequence (P30559 whole entry, looked up): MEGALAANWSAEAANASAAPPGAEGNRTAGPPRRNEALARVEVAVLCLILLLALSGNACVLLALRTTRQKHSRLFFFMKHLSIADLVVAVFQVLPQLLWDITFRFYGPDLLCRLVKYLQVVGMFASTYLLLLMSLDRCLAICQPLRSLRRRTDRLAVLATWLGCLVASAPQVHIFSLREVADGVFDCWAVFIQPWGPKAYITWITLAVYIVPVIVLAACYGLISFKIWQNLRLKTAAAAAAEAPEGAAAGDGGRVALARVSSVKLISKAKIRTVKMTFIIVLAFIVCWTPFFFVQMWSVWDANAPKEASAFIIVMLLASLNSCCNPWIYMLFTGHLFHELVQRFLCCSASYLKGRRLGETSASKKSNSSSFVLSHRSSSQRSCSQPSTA
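test system = CHO-OTR cells, human receptor | compound = single-point 3.0 µM | schedule = 6 min compound pre-incubation at room temperature, 100 s kinetic read | signal = Fluo-8 no-wash calcium dye fluorescence, excitation 470-495 nm, emission 515-575 nm | repeats = single well per compound, singlicate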
CHRM1 antagonist = human CHRM1 antagonism. 360,000 compounds, 1.3% hits. CHO-K1 hM1, Fluo-8 calcium fluorescence, ACh EC80 antagonist. inhibition, % at 3 µM. P11229;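 active = percent inhibition above its own plate's cutoff, namely the mean of that plate's compound wells plus 3 SD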;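 also: peak over basal fluorescence ratio during 140 s after agonist addition; 0% = ACh EC80 plus DMSO and 100% = DMSO alone without agonist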
M1 ag = agonists of human M1 muscarinic receptor | 360,000 compounds, 0.33% hits | activation, % at 3 µM | CHO-K1 hM1, Fluo-8 calcium fluorescence, agonist mode; 0% DMSO, 100% acetylcholine EC100 | AID 588814 | P11229;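 active = activation above the run's mean compound activation plus 3 SD, cut at about 16% in these data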;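 also: peak over basal fluorescence ratio within a 140 s kinetic read after compound addition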
CHO-K1 Ca antag = counter-screen for M1 antagonists: effect in parental CHO-K1 cells; ATP-induced calcium, Fluo-8 fluorescence; inhibition, % at 3 µM; 360,000 compounds, 0.6% hits; AID 602250;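 active = inhibition above a per-plate cutoff, the plate's mean sample inhibition plus 3 SD, cut at about 24% in these data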;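 also: 0% = DMSO plus EC80 ATP and 100% = DMSO alone without ATP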
CHO parental Ca = counter-screen: ATP calcium response change in parental CHO cells; 330,000 compounds, 0.63% hits; inhibition, % at 5.6 µM; parental CHO-K1, ATP-induced calcium, Fluo-8 fluorescence;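 active = inhibition above that plate's mean sample inhibition plus 3 SD, cut at about 26% in these data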;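 also: 0% = ATP-challenged DMSO wells and 100% = DMSO wells without ATP; some compounds past the cut are filed as inactive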
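material = parental CHO cells | also added = ATP as calcium-mobilizing challenge | dosing = single point at 5.6 µM | detection = intracellular calcium via Fluo-8 no-wash fluorescent dye | read-out = % inhibition | benchmarks = low control ATP plus DMSO, high control DMSO only | repeats = one well per compound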
The depositor's hits bear a star.

A first look:
`CC(C)C(=O)Nc1ncc2c(n1)CC(c1cccs1)CC2=O` (stereo not given) gave TAAR1 antag -1.9, TAAR1 agonist 5.1, CHO-K1 Ca PAM 3.7, M1 ag parental -0.3, OXTR potentiator 3.6, CHRM1 antagonist -4.6, M1 ag 0.2, CHO-K1 Ca antag 20.5 and CHO parental Ca -14.8.
Screening COCC(=O)Nc1cc(C)cn(Cc2c(F)cccc2Cl)c1=O returned TAAR1 antag -3.8, TAAR1 agonist -1.3, CHO-K1 Ca PAM 17.4, M1 ag parental 0.6, OXTR potentiator 0.7, CHRM1 antagonist -16.8, M1 ag -7.3, CHO-K1 Ca antag -11.7 and CHO parental Ca -14.1.

The whole of this part (from the top)
`CC(C)C(=O)Nc1ncc2c(n1)CC(c1cccs1)CC2=O` (stereo not given) gave TAAR1 antag -1.9, TAAR1 agonist 5.1, CHO-K1 Ca PAM 3.7, M1 ag parental -0.3, OXTR potentiator 3.6, CHRM1 antagonist -4.6, M1 ag 0.2, CHO-K1 Ca antag 20.5 and CHO parental Ca -14.8.
Screening COCC(=O)Nc1cc(C)cn(Cc2c(F)cccc2Cl)c1=O returned TAAR1 antag -3.8, TAAR1 agonist -1.3, CHO-K1 Ca PAM 17.4, M1 ag parental 0.6, OXTR potentiator 0.7, CHRM1 antagonist -16.8, M1 ag -7.3, CHO-K1 Ca antag -11.7 and CHO parental Ca -14.1.
For Cc1c(C(=O)NCc2cccnc2)oc2ccc(S(=O)(=O)N3CCCCCC3)cc12 the results were TAAR1 antag 0.6, TAAR1 agonist 8.5, CHO-K1 Ca PAM 13.4, M1 ag parental 1.9, OXTR potentiator -23.6, CHRM1 antagonist 1.8, M1 ag -3.9, CHO-K1 Ca antag 0.7 and CHO parental Ca -19.7.
`C=Cn1c(C(=O)O)ccc1-c1ccc(OC)cc1` gave TAAR1 antag 10.9, TAAR1 agonist 3.7, CHO-K1 Ca PAM 7.1, M1 ag parental 5.4, OXTR potentiator -1.6, CHRM1 antagonist 17.3, M1 ag -4.3, CHO-K1 Ca antag -8.8 and CHO parental Ca 2.5.
For O=C(CN1CC(=O)Oc2ccccc21)OCC(=O)c1ccc(F)cc1 the results were TAAR1 antag -17.6, TAAR1 agonist 0.2, CHO-K1 Ca PAM 9.9, M1 ag parental 0.5, OXTR potentiator -15.7, CHRM1 antagonist -9.1, M1 ag -4.1, CHO-K1 Ca antag -11.1 and CHO parental Ca -8.1.
For Cc1cc(OCC(=O)NCc2cccnc2)ccc1[N+](=O)[O-] the results were TAAR1 antag -2.0, TAAR1 agonist 1.6, CHO-K1 Ca PAM 11.7, M1 ag parental 1.4, OXTR potentiator -2.2, CHRM1 antagonist -2.5, M1 ag -0.8, CHO-K1 Ca antag -15.3 and CHO parental Ca -5.0.
COc1ccc(-n2c(=S)[nH]c3cc(C(=O)N4CCN(c5ccccc5)CC4)ccc3c2=O)c(OC)c1 was read as TAAR1 antag -4.2, TAAR1 agonist 1.1, CHO-K1 Ca PAM 6.2, M1 ag parental 0.2, OXTR potentiator -6.8, CHRM1 antagonist -5.5, M1 ag -3.3, CHO-K1 Ca antag 3.5 and CHO parental Ca -3.5.
`CCc1nc2oc3ccccc3c(=O)c2c(=O)n1Cc1ccccc1` gave TAAR1 antag 9.6, TAAR1 agonist -1.1, CHO-K1 Ca PAM -6.5, M1 ag parental -0.4, OXTR potentiator -10.0, CHRM1 antagonist -7.3, M1 ag -4.3, CHO-K1 Ca antag 21.1 and CHO parental Ca -23.2.
For Cc1cc(=O)oc2cc(OC(C)C(=O)NC3(C#N)CCCCC3)ccc12 (stereo not given) the results were TAAR1 antag -7.9, TAAR1 agonist 11.3, CHO-K1 Ca PAM 5.8, M1 ag parental 0.7, OXTR potentiator -8.0, CHRM1 antagonist -3.5, M1 ag -3.4, CHO-K1 Ca antag -15.4 and CHO parental Ca -4.6.
`c1csc(-c2cnc3ccccc3n2)c1` gave TAAR1 antag -3.2, TAAR1 agonist 10.2, CHO-K1 Ca PAM -1.9, M1 ag parental -0.1, OXTR potentiator -11.2, CHRM1 antagonist -8.2, M1 ag -6.4, CHO-K1 Ca antag -5.8 and CHO parental Ca -4.5.
For Cc1ccc(-c2cc3nc(C)cc(C)n3n2)cc1 the results were TAAR1 antag -10.2, TAAR1 agonist 1.3, CHO-K1 Ca PAM -12.0, M1 ag parental -0.2, OXTR potentiator -7.1, CHRM1 antagonist -4.2, M1 ag -7.2, CHO-K1 Ca antag 12.8 and CHO parental Ca -21.7.
Screening Cc1cccc(S(=O)(=O)NC(=O)C2(C)CCN2C(=O)C2(c3ccc(Cl)cc3)CC2)c1 (stereo not given) returned TAAR1 antag -41.4, TAAR1 agonist 1.2, CHO-K1 Ca PAM -10.0, M1 ag parental 0.0, CHRM1 antagonist -4.9, M1 ag -3.4 and CHO-K1 Ca antag -0.2.
Cc1csc(NC(=O)C2CCCN(S(=O)(=O)c3cnc[nH]3)C2)n1 (stereo not given) was read as TAAR1 antag -2.5, TAAR1 agonist 1.2, CHO-K1 Ca PAM 6.2, M1 ag parental -0.4, OXTR potentiator -3.4, CHRM1 antagonist -9.1, M1 ag -2.3, CHO-K1 Ca antag 0.2 and CHO parental Ca 5.0.
`CC(=NCc1ccco1)C1=C(O)c2ccccc2C1=O` gave TAAR1 antag -4.2, TAAR1 agonist 6.7, CHO-K1 Ca PAM 11.5, M1 ag parental 1.0, OXTR potentiator 3.9, CHRM1 antagonist 0.6, M1 ag -9.3, CHO-K1 Ca antag -22.0 and CHO parental Ca -6.9.
`COc1ccc(-c2nc3ccccc3c(=O)n2O)cc1` gave TAAR1 antag -1.4, TAAR1 agonist -0.7, CHO-K1 Ca PAM 6.4, M1 ag parental 0.3, OXTR potentiator -12.0, CHRM1 antagonist -13.8, M1 ag -3.7, CHO-K1 Ca antag -2.3 and CHO parental Ca -1.9.
For CCC(C)NC(=O)c1cc(Cl)ccc1OC (stereo not given) the results were TAAR1 antag -6.4, TAAR1 agonist 0.2, CHO-K1 Ca PAM 22.4, M1 ag parental -0.2, OXTR potentiator -10.9, CHRM1 antagonist -14.5, M1 ag -5.0, CHO-K1 Ca antag -23.4 and CHO parental Ca -9.1.
Screening O=C1CC(c2cc(-c3ccccc3)no2)C1 returned TAAR1 antag -11.9, TAAR1 agonist 2.1, CHO-K1 Ca PAM 10.8, M1 ag parental 0.2, OXTR potentiator 0.4, CHRM1 antagonist -9.4, M1 ag -2.6, CHO-K1 Ca antag -8.9 and CHO parental Ca -3.9.
CC1(C)CC(=O)C(C=NCC2CCN(C(=O)Nc3ccc(Cl)c(Cl)c3)CC2)=C(O)C1 was read as TAAR1 antag 1.9, TAAR1 agonist 4.9, CHO-K1 Ca PAM 9.5, M1 ag parental 0.1, OXTR potentiator -6.4, CHRM1 antagonist -11.1, M1 ag -3.9, CHO-K1 Ca antag -8.3 and CHO parental Ca -23.5.
CC(C)NC(=O)N(C)C[C@H]1Oc2ccc(NC(=O)Cc3ccccc3)cc2C(=O)N([C@H](C)CO)C[C@@H]1C was read as TAAR1 antag -20.5, TAAR1 agonist 1.6, CHO-K1 Ca PAM 15.4, M1 ag parental 0.2, OXTR potentiator 1.6, CHRM1 antagonist -17.9, M1 ag -3.0, CHO-K1 Ca antag -13.1 and CHO parental Ca 0.1.
Screening CCCCN1C(=O)C(CC(=O)NC2CCCCC2)CC(C(=O)N(C)C)=C1C (stereo not given) returned TAAR1 antag 6.3, TAAR1 agonist 1.9, CHO-K1 Ca PAM 23.6, M1 ag parental 1.5, CHRM1 antagonist -9.2, M1 ag -3.3 and CHO-K1 Ca antag -10.4.
For COc1ccc2oc(C(=O)OCC(=O)NC3CCS(=O)(=O)C3)c(C)c2c1 (stereo not given) the results were TAAR1 antag -14.4, TAAR1 agonist 0.5, CHO-K1 Ca PAM -0.6, M1 ag parental 0.7, CHRM1 antagonist -6.8, M1 ag -8.3 and CHO-K1 Ca antag 6.5.
`CCCCOC(=O)CSc1nc2c(cc1C#N)C(=O)CC(C)(C)C2` gave TAAR1 antag 26.1, TAAR1 agonist 10.0, CHO-K1 Ca PAM 14.9, M1 ag parental 0.9, OXTR potentiator -10.1, CHRM1 antagonist 1.3, M1 ag -5.7, CHO-K1 Ca antag -4.0 and CHO parental Ca -22.5.
`Cc1csc(NC(=O)CSc2nnc(-c3cccnc3)o2)n1` gave TAAR1 antag 3.9, TAAR1 agonist 2.0, CHO-K1 Ca PAM 22.8, M1 ag parental 2.1, OXTR potentiator -9.7, CHRM1 antagonist -14.8, M1 ag 0.9, CHO-K1 Ca antag -5.2 and CHO parental Ca -6.4.
CCc1c(C)[nH]c2ccc(OC)cc2c1=S was read as TAAR1 antag 6.0, TAAR1 agonist 0.1, CHO-K1 Ca PAM 19.5, M1 ag parental 0.3, CHRM1 antagonist -7.2, M1 ag -10.4 and CHO-K1 Ca antag -11.7.
For N#C/C(=C\c1cccnc1)C(=O)Nc1ccc(O)cc1F the results were TAAR1 antag -4.3, TAAR1 agonist 3.3, CHO-K1 Ca PAM -2.2, M1 ag parental 0.1, OXTR potentiator -13.5, CHRM1 antagonist -7.7, M1 ag -5.1, CHO-K1 Ca antag -5.4 and CHO parental Ca 4.7.
`O=C1NC[C@H](Cc2ccc(O)cc2)N(CCc2cccc3ccccc23)C1=O` gave TAAR1 antag 10.0, TAAR1 agonist 1.6, CHO-K1 Ca PAM 2.6, M1 ag parental -0.4, OXTR potentiator -5.9, CHRM1 antagonist 0.5, M1 ag -1.7, CHO-K1 Ca antag -1.6 and CHO parental Ca -3.0.
For C/C=C/c1ccc(OCC(=O)OCc2csc(CC(=O)Nc3ccccc3C)n2)c(OC)c1 the results were TAAR1 antag -10.7, TAAR1 agonist 0.2, CHO-K1 Ca PAM 19.3, M1 ag parental 1.1, OXTR potentiator -8.8, CHRM1 antagonist -12.5, M1 ag -4.7, CHO-K1 Ca antag -18.6 and CHO parental Ca -7.8.
Screening O=C(Cn1ccnc1[N+](=O)[O-])NCc1ccccc1 returned TAAR1 antag 2.9, TAAR1 agonist -0.3, CHO-K1 Ca PAM 15.9, M1 ag parental 1.3, OXTR potentiator -2.6, CHRM1 antagonist -40.3, M1 ag 1.1, CHO-K1 Ca antag -4.0 and CHO parental Ca -1.1.
CC1(C)CC(NCc2cccc([N+](=O)[O-])c2)CC(C)(C)N1 was read as TAAR1 antag -13.9, TAAR1 agonist 0.2, CHO-K1 Ca PAM 4.8, M1 ag parental 0.5, OXTR potentiator 5.3, CHRM1 antagonist 5.2, M1 ag -5.6, CHO-K1 Ca antag -12.7 and CHO parental Ca -19.0.
